MC4R ag barr – human MC4R agonism via beta-arrestin; activation, % at 8.9 µM; actives 0.98% (n = 360,000); U2OS MC4R beta-arrestin complementation, luminescence; percent of melanotan II response, DMSO zero; AID 540308;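 active = activation above a per-plate cutoff, the mean activation of sample wells on that plate plus 3 SD, cut at about 8% in these data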
m5-HT2A agonist – activates the mouse 5-HT2A serotonin receptor; activation, % at 7.6 µM; actives 0.66% (n = 360,000); CHO-K1 mHTR2A beta-arrestin complementation, luminescence; percent of 30 µM serotonin response;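 active = activation above a run cutoff, the mean activation of all tested compounds plus 3 SD, cut at about 14% in these data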;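 also: 0% = plate median of compound wells and 100% = 30 µM serotonin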
NOD2-RIPK2 inh – inhibitors of human NOD2-RIPK2 interaction; AID 624267; inhibition, % at 4.98 µM; actives 0.38% (n = 360,000); CHO BLA complementation NOD2-RIPK2, CCF4 ratio; in the data active = inhibition above about 21%;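 also: 0% = vehicle only and 100% = reference blocker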
Glyco luc inh – blocks N-linked glycosylation in D54 reporter cells. D54 ERlucT glycosylation luciferase reporter, 24 h; percent of 100 nM tunicamycin response. reporter increase, % at 12.5 µM. actives 0.23% (n = 360,000). AID 588692;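 active = mean luciferase reporter signal, scaled so untreated is 0 and the glycosylation-blocking control 100, at or above a set limit in every replicate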;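 also: luciferase carries N-glycosylation sites so blocking glycosylation raises the light; 0% = median of neutral control wells and 100% = median of 100 nM tunicamycin wells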
MC4R antagonist – blocks human MC4R cAMP signaling; inhibition, % at 6.5 µM; MC4R-expressing cells, MTII-stimulated cAMP, LANCE TR-FRET; AID 540295; actives 0.48% (n = 360,000);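 active = inhibition above its plate's cutoff, the mean of tested wells on that plate plus 3 SD, cut at about 29% in these data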;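 also: 0% = Melanotan II alone and 100% = Melanotan II plus saturating MCL0020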
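Material: U2OS-MC4R stable cell line | Reagent: Melanotan II challenge after compound preincubation | Doses: One concentration, 6.5 µM nominal | Incubation: 30-min compound preincubation, 1-h Melanotan II challenge, 1-h detection, room temperature | Signal: TR-FRET cAMP assay | Replicates: One well per compound, no replicates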
ABCB6 inh MLPCN – inhibitors of human ABC transporter ABCB6; Q9NP58; K562-ABCB6 porphyrin accumulation, flow cytometry, 1 h; active compounds read low; fluorescence ratio to DMSO, % at 10 µM; actives 0.19% (n = 360,000); AID 602162;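 active = fluorescence ratio to DMSO below 75%, the collection mean minus 3 SD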;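 also: signal is porphyrin accumulated inside mitochondria; 100% equals median channel fluorescence of DMSO control wells; lower ratio means ABCB6 inhibition with less porphyrin fluorescence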
Cardio protect – modulators protecting cardiomyocytes from myocardial damage | actives 0.63% (n = 360,000) | H9c2 cardiomyocytes, H2O2 injury protection, ATPLite, 2 h | AID 588492 | protection from H2O2 cell death, % at 20 µM;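 active = compounds giving at least 50% protection of heart cells from peroxide-induced death in the single-dose screen, raw or plate-pattern-corrected value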;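 also: 0% = DMSO wells with peroxide and 100% = DMSO wells without peroxide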
ABHD5-PLIN5 inh – inhibitors of human ABHD5-perilipin-5 interaction; inhibition, % at 4 µM; Split G. princeps luciferase complementation, luminescence, 4 h; actives 0.78% (n = 360,000);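 active = inhibition above the mean inhibition across every tested compound plus 3 SD, cut at about 22% in these data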;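 also: 0% = DMSO only wells and the 100% control is not disclosed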
TLR9-MyD88 block – TLR9-MyD88 interaction inhibition; Q9NR96+Q99836; CHO BLA complementation TLR9-MyD88, CCF4 FRET ratio; inhibition, % at 4.98 µM; actives 0.21% (n = 340,000);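 active = inhibition above the mean over all tested compounds plus 3 SD, cut at about 21% in these data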;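 also: 0% = DMSO only wells and 100% = clavulanate BLA inhibitor control wells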
Target sequence (Q99836 whole entry, looked up): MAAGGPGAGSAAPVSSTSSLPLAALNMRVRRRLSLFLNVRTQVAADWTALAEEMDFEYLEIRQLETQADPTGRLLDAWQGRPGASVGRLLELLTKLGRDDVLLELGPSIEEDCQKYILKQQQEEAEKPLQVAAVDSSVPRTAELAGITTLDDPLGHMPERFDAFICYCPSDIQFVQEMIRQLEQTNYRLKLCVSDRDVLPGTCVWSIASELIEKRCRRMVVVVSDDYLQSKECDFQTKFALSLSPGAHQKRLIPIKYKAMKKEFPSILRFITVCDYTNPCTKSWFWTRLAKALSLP
Target sequence (Q9NR96 whole entry, looked up): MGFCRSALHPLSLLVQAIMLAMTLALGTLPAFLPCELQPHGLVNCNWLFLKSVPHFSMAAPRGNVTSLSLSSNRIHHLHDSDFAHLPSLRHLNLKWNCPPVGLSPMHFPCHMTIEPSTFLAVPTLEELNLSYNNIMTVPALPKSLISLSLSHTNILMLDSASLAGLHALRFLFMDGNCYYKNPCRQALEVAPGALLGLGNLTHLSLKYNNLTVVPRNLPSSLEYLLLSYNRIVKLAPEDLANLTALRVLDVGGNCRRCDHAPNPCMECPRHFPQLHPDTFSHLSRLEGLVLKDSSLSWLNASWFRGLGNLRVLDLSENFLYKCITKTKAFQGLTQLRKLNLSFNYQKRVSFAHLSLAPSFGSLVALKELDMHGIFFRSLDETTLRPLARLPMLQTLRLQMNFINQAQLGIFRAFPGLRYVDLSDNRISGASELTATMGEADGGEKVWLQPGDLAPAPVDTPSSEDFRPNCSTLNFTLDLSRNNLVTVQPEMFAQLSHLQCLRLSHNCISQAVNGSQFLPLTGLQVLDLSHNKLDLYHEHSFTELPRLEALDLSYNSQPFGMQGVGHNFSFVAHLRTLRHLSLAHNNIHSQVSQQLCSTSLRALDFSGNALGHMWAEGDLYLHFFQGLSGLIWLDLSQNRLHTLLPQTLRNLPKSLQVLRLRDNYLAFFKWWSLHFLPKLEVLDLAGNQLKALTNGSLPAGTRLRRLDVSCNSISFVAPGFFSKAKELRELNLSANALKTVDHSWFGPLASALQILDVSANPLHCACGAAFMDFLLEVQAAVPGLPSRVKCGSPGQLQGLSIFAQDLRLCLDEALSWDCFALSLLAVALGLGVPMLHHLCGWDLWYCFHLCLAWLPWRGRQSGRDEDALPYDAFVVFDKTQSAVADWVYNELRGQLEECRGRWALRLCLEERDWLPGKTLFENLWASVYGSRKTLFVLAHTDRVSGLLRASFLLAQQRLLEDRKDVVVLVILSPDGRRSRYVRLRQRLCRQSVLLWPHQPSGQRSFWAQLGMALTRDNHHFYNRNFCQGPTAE
SRC2 inh – inhibits human steroid receptor coactivator 2. actives 0.17% (n = 370,000). HEK293 GAL4-SRC2 luciferase reporter, luminescence. AID 651957. inhibition, % at 9 µM;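 active = inhibition above the mean inhibition of all tested compounds plus 3 SD, set per campaign, cut at about 52% in these data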;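 also: 0% = DMSO treated cells and 100% = cells given Gossypol at 36 µM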
Starred values were filed as active, the others as inactive; . = not tested or not shown. The list is partial, so the mix of outcomes need not match the whole.

Screens in order – MC4R ag barr	m5-HT2A agonist	NOD2-RIPK2 inh	Glyco luc inh	MC4R antagonist	ABCB6 inh MLPCN	Cardio protect	ABHD5-PLIN5 inh	TLR9-MyD88 block	SRC2 inh
1) CN(CCO)c1ccc(C=NNc2ccc([N+](=O)[O-])cc2S(=O)(=O)Nc2ccccc2C(=O)O)cc1
    -4.1	-9	16	5	-1	96	0	4	.	-23
2) COc1ccc(-c2c(C#Cc3ccsc3)c3cc(-c4ccc(CN5CCOCC5)cc4)ccc3n2C)cc1
    0.4	1	-1	-1	8	102	-1	9	-2	-4
3) COc1ccc(-c2cc3nc(C)c(CCC(=O)NCc4ccc(F)cc4)c(C)n3n2)c(OC)c1
    -2.3	4	-3	-5	2	97	10	-2	-5	3
4) CCCC(=O)N(c1ccc(OCC)cc1)S(=O)(=O)c1ccc2c3c(cccc13)C(=O)N2C
    -3.1	3	-2	8	2	94	5	-2	-1	-12
5) C#CCNC(=O)C1=C[C@@H](c2ccccc2)C[C@@H](OCc2ccc(CO)cc2)O1
    -2.4	-1	0	2	0	99	-8	-1	12	-9
6) Cc1nn(Cc2ccccc2Cl)c2sc(C(=O)OC3CCCC3=O)cc12 (configuration not stated)
    -3.5	-1	0	-1	-7	95	-2	-11	-3	12
7) CCCN1CCN(C(=S)Nc2ccc3nc(N4CCN(CC)CC4)cc(C)c3c2)CC1
    -1.4	-3	8	-4	-1	95	14	3	-2	11
8) N#CCC(=O)N/N=C/c1ccc(N2N=C(c3ccccc3)CC2c2ccccc2)cc1 (configuration not stated)
    4.8	7	7	-6	20	295	-2	0	-6	-25
9) COC(=O)c1ccc(N2CCOCC2)c(NC(=O)c2ccc3c(c2)OCCO3)c1
    -0.5	-4	0	-2	14	96	-5	-7	4	4
10) C=CCSc1nc(C)cc2c1C(=O)OC2
    -1.4	4	-4	2	-6	101	0	4	4	11
11) O=C(O)/C=C/C(=O)Nc1ccc(Oc2ccccc2)cc1
    -1.4	-4	-8	0	7	93	6	5	-2	-4
12) CCOc1cc(S(=O)(=O)N2CCN(Cc3ccccc3)CC2)ccc1Br
    1.8	-4	8	-1	7	87	-17	-15	-4	6
13) COCCNc1ccnc2c(Cl)cccc12
    -4.2	-2	-2	0	16	99	-3	-7	-25	20
14) O=C(Cc1ccc(NC(=O)C2CCCN(C(=O)C3CCC3)C2)cc1)Nc1ccc(C(=O)N2CCOCC2)cc1 (configuration not stated)
    -0.1	17*	-8	1	5	102	1	0	5	-15
15) CCOC(=O)C1=C(O)C(=O)N(c2ccc(S(N)(=O)=O)cc2)C1c1ccc(Cl)cc1 (configuration not stated)
    -0.9	1	-8	-1	0	121	-4	1	-3	-15
16) O=S(=O)(Nc1cccc(-c2nc3cccnc3s2)c1)c1ccc2c(c1)CCCC2
    1.1	9	-9	-2	8	88	-10	-7	5	3
17) COc1ccc(N2CC(C(=O)NNC(=O)c3ccc(Br)cc3)CC2=O)c(OC)c1 (configuration not stated)
    -3.4	1	-1	2	-5	98	-7	-1	5	-5
18) COc1ccc(Cc2cc(NCc3ccccc3)c3ncn(C(C)C)c3c2)cc1
    -0.5	-10	9	-3	5	100	-16	6	3	1
19) COc1cc(-c2c(CCO)sc3ccccc23)cc(OC)c1OC
    .	-2	1	.	.	99	.	11	.	-4
20) COc1ccccc1CNC(=O)c1ccncc1
    -0.1	3	-5	1	10	96	-6	7	-11	8
21) CCC(=O)Nc1cccc(NC(=O)CSc2nnc(C(C)C)n2CC)c1
    -0.5	5	-4	2	1	100	10	-2	-5	-10
22) O=C(NCc1ccccc1)C(c1ccc(F)cc1)N(Cc1cccs1)C(=O)c1cnccn1 (configuration not stated)
    2.6	5	-19	-1	5	96	44	3	3	-8
23) Cc1ccc(C(=O)NCCN2CCCC2)cc1
    2.3	-1	0	-1	17	100	7	1	-2	2
24) COc1ccc(/C=C2\SC(=S)N(CC(=O)NNC(=O)c3ccncc3)C2=O)cc1
    1.1	4	-5	0	0	95	-8	-2	.	12
25) COc1ccc(C(=O)Nc2cc3c(cc2C#N)OCO3)cc1S(=O)(=O)NCc1ccco1
    -1.4	0	-8	-2	2	96	1	-4	-4	2
26) O=C1NC(=O)C(c2ccccc2)(c2ccccc2)N1S(=O)(=O)c1ccccc1
    -2.4	-1	-15	0	2	100	-1	1	7	-14
27) COC(=O)Nc1ccc(Oc2ccccc2)cc1
    -1.8	-1	-10	-3	2	93	-5	-4	5	-25
28) CCN1c2ccccc2S(=O)(=O)c2ccccc21
    -1.1	-2	-3	0	0	113	10	1	-6	3
29) COCC1CCCN(C(=O)c2ccc3nc(Cc4cccc(Cl)c4)oc3c2)C1 (configuration not stated)
    2.6	-2	2	-1	20	96	-7	5	-4	-22
30) COc1ccc(CC(=O)N/N=C/c2cc(Br)cs2)cc1OC
    1.0	-7	6	-2	23	97	-4	4	-1	23
31) Cc1ccc(S(=O)(=O)CCC(=O)Nc2ccc3c(c2)OCO3)cc1
    1.2	1	-8	1	-4	90	-7	-1	6	0
32) O=C1COc2ccccc2N1Cc1ccc(Cl)cc1
    -1.3	1	-6	-4	6	92	2	1	9	19
33) Cc1cc(-n2c(SCC(=O)NCCC3=CCCCC3)nc3n[nH]c(C)c3c2=N)ccc1Cl
    15*	2	-9	59*	10	95	18	9	1	14
34) O=C(O)C1C2C=CC(C2)C1C(=O)Nc1ccc(C(=O)N2CCCCC2)c(Cl)c1 (configuration not stated)
    -3.0	-2	-1	-1	8	93	6	-1	5	7
35) C=C(c1cn(C(C)=O)c2ccccc12)c1cn(C(C)=O)c2ccccc12
    1.6	-3	-6	-1	-2	107	-6	6	-1	-12
36) COc1cc(Cl)c(C)cc1NC(=O)CSc1nc2ccccc2o1
    -0.6	-3	-8	2	7	100	-4	-5	9	-3
37) COC(=O)c1ccc2c(c1)NC1=C(C(=O)CC(C)(C)C1)C(c1ccncc1)N2 (configuration not stated)
    -1.4	0	-2	-1	-3	96	-4	-1	2	-22
38) COC(=O)c1nc(NNC(=O)c2ccccc2)sc1-c1ccccc1
    -2.5	-4	-7	4	-3	97	6	-8	-3	0
39) COc1ccc(-c2cc(C(F)F)nc(-n3nc(C)cc3C)n2)cc1
    -2.1	1	-7	4	6	99	4	-2	-11	20
40) COCCNC(=O)COC(=O)c1nsc(Cl)c1Cl
    0.2	2	-3	-1	3	100	8	-1	-11	-15
41) COc1ccc(S(=O)(=O)N(CC(=O)NCc2ccco2)C2CCCCC2)cc1OC
    -1.9	-2	-1	-1	11	97	10	1	-4	11
42) Cc1cc(C(=O)NCCCn2ccnc2)cs1
    -0.6	-1	-4	2	16	102	10	7	-2	-7
43) COc1ccc(OCCN2CCC(C(=O)NC(c3ccc(F)cc3)c3ccc4ccccc4n3)CC2)cc1 (configuration not stated)
    -1.6	-4	7	-3	9	98	2	6	.	-11
44) O=C1CSc2ccccc2N1Cc1ccccc1F
    -0.9	-1	-9	0	-4	95	-2	-5	3	-10
45) O=C(CN1CCC(C(O)(c2ccccc2)c2ccccc2)CC1)Nc1ccccc1
    0.4	-7	-4	-4	4	97	-2	5	-11	0
46) CC(C)c1nc2n[nH]c(N)c2c2c1CSC(C)(C)C2
    -2.3	0	-11	-2	-11	105	-4	-5	0	-22
47) CCCOP(=O)(OCCC)C1(Nc2ccc(C)cc2)CCCCC1
    -2.0	5	-3	-3	-4	98	11	4	7	7
48) Cc1ccc(/C=C/C(=O)O)cc1S(=O)(=O)NCc1cccnc1
    -1.7	0	-4	-2	6	95	16	-4	-1	-15
49) O=C(O)CCc1ccc(-c2cccs2)n1Cc1ccco1
    -2.0	-1	5	2	13	94	-2	18	-1	-9
50) Fc1ccc(C(c2nnnn2Cc2cccs2)N2CCN(c3ccccc3)CC2)cc1 (configuration not stated)
    0.6	-4	4	-8	-3	95	-3	8	-10	5
51) COc1ccc(NS(=O)(=O)c2ccc3c(c2)CCCN3C(C)=O)cc1
    -1.8	6	-1	-3	8	98	-4	0	2	-13
52) COc1ccccc1CNC(=O)c1n[nH]c2ccccc12
    -1.5	19*	2	-1	4	99	1	-5	-6	-9
53) CC(OC(=O)C(C)N1C(=O)C2C3C=CC(C4CC34)C2C1=O)C(=O)c1ccccc1 (configuration not stated)
    -2.0	1	-1	-3	-3	95	-2	-1	-10	-7
54) O=C(CN1CCCC1c1ccc2c(c1)OCCO2)NC(=O)Nc1ccccc1F (configuration not stated)
    -0.8	2	-13	-3	1	96	-4	-2	4	-5
55) CCOc1cc(NC(=O)c2ccco2)c(OCC)cc1NC(=O)COc1ccccc1C
    0.1	3	-10	1	5	96	-1	-1	2	-3
56) CCC(C)[C@H](N)C(=O)NC[C@H]1CC[C@H](C(=O)N[C@@H](Cc2ccccc2)C(=O)O)CC1 (some centres not stated)
    0.7	4	0	0	-5	92	3	-4	-4	-27

Exported field by field: part of the list above
46: CC(C)c1nc2n[nH]c(N)c2c2c1CSC(C)(C)C2
  MC4R ag barr: -2.3
  m5-HT2A agonist: 0
  NOD2-RIPK2 inh: -11
  Glyco luc inh: -2
  MC4R antagonist: -11
  ABCB6 inh MLPCN: 105
  Cardio protect: -4
  ABHD5-PLIN5 inh: -5
  TLR9-MyD88 block: 0
  SRC2 inh: -22
50: Fc1ccc(C(c2nnnn2Cc2cccs2)N2CCN(c3ccccc3)CC2)cc1 (configuration not stated)
  MC4R ag barr: 0.6
  m5-HT2A agonist: -4
  NOD2-RIPK2 inh: 4
  Glyco luc inh: -8
  MC4R antagonist: -3
  ABCB6 inh MLPCN: 95
  Cardio protect: -3
  ABHD5-PLIN5 inh: 8
  TLR9-MyD88 block: -10
  SRC2 inh: 5

Compound activity (PubChem BioAssay)
